# TRAIL sens C8 = sensitizes caspase-8 expressing cells to TRAIL. NB7+C8 cells + TRAIL, ATPlite viability luminescence. inhibition (viability loss, TRAIL sensitization), % at 10 µM. actives 1% (n = 360,000);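 active = compounds causing at least 50% loss of cell viability in the single-dose screen, relative to plate controls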
# NR2E3 ag-1 = human photoreceptor-specific nuclear receptor agonism | Q9Y5X4 | CHO-S Gal4-NCOR/VP16-NR2E3 two-hybrid, luciferase | inhibition of corepressor binding, % at 3.98 µM | actives 0.35% (n = 360,000) | AID 602229;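 active = inhibition above the mean of all tested compounds plus 3 SD, cut at about 70% in these data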;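 note: 0% = DMSO with NR2E3 transfected cells and 100% = cells lacking NR2E3 construct; higher means lower luciferase signal from less NR2E3 corepressor binding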
# Target sequence (Q9Y5X4 whole entry, looked up, the tested form may be a part): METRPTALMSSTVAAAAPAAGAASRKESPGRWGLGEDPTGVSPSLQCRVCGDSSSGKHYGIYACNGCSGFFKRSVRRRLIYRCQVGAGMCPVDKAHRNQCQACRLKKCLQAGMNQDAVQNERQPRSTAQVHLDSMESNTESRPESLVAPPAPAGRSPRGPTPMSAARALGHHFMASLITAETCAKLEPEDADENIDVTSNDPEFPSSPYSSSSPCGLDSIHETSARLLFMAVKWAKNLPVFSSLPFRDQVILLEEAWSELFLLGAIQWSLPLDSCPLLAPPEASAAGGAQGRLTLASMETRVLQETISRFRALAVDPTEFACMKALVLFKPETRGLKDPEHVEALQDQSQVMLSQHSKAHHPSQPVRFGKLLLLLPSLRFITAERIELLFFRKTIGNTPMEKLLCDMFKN
# TWEAK-Fn14 inh = TWEAK-Fn14 signaling inhibition. TWEAK-stimulated Fn14 reporter cells, luciferase luminescence, 8 h. inhibition, % at 10 µM. actives 2% (n = 360,000). AID 1159606; in the data active = inhibition above about 50%
# HIF-2a block = inhibitors of HIF-2a; inhibition, % at 18.8 µM; 786-0 RCC cells HIF-2a reporter, luciferase luminescence, overnight; actives 0.72% (n = 360,000);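 active = inhibition of the luminescence signal of 40% or more relative to plate controls, in a single-dose primary screen at 18.75 µM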
# NR2E3 ag-2 = NR2E3 (human) agonism; inhibition of corepressor binding, % at 4.78 µM; actives 0.12% (n = 320,000); Q9Y5X4; GST-NR2E3/biotin-RetCOR TR-FRET, 1536-well; AID 2300;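 active = percent inhibition above the cutoff of mean plus 3 SD of all tested compounds, set per screening campaign, cut at about 20% in these data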;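 note: 0% = DMSO wells and 100% = biotin wells as full block of FRET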
#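 Material: NR2E3–RetCOR corepressor complex | Quantity: 1.35 nM GST-tagged NR2E3 final | Schedule: 5 h at 4 °C | Replication: Singlicate compound wells | Reagent: RetCOR corepressor, biotinylated, 7 nM | Controls: Biotin wells as high control, 0.6% DMSO wells as low control | Signal: TR-FRET, Eu(K)-anti-GST donor, streptavidin-D2 acceptor, ex 340, em 617/671 nm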
# KKLEB tox = CF airway cell cytotoxicity counter-screen; KKLEB CF airway cells viability, ATPlite luminescence, overnight; active compounds read low; cells stimulated with P. aeruginosa culture filtrate; activity change (cytotoxicity), % at 5 µM; actives 0.36% (n = 360,000);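 active = corrected activity change at or below -50% at 5 µM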
# Peg3 prom inh = Peg3 promoter activity inhibition. HeLa PEG-Prom luciferase reporter, luminescence, overnight. inhibition, % at 20 µM. actives 1.7% (n = 360,000);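 active = inhibition of at least 50% at 20 µM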
# TROY signal inh = TROY signaling inhibition. AID 1347056. actives 0.98% (n = 360,000). inhibition, % at 10 µM. Q293 LMP1-TROYcd NF-kB luciferase reporter, 4 h;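 active = compounds whose plate-normalised and pattern-corrected inhibition of the luciferase reporter signal at the single screening dose is 50% or more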
# Shn3 3UTR inh = reduces Shn3 3'UTR luciferase signal in osteoblasts | inhibition, % at 12.5 µM | actives 0.52% (n = 360,000) | Clone20 osteoblast Shn3 3'UTR firefly luciferase, 24 h;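 active = mean inhibition of at least 75% with every replicate also reaching 75%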;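 note: 0% = median of neutral control wells and 100% = pilot-screen positive control compound; some compounds past the cut are filed as inactive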
# CF NFkB inh = blocks PAF-induced NF-kB reporter in cystic fibrosis cells | KKLEB NF-kB-GFP reporter, GFP fluorescence overnight | inhibition, % at 5 µM | actives 0.86% (n = 360,000);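 active = at least 50% inhibition at 5 µM, scaled per plate between neutral and stimulator controls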;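 note: PAF is a Pseudomonas aeruginosa culture filtrate used as stimulus; plate controls were PAF-stimulated DMSO wells for no effect and unstimulated DMSO wells for full effect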
# MITF TRPM1 inh = inhibitors of MITF-driven TRPM1 promoter in melanoma cells | SK-MEL-5 TRPM1 promoter luciferase, 24 h | actives 0.83% (n = 330,000) | inhibition, % at 12.5 µM | AID 488899;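 active = mean inhibition across replicates of 60% or more, whatever share of single replicates reaches that level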; note: values of inactives mirror those of a sister screen read the other way
# * marks the source's active call; other numbers are inactive results; · = no result given.
SMILES	CF NFkB inh	TRAIL sens C8	KKLEB tox	NR2E3 ag-1	TWEAK-Fn14 inh	NR2E3 ag-2	MITF TRPM1 inh	Peg3 prom inh	Shn3 3UTR inh	HIF-2a block	TROY signal inh
CC(O)CNCCCOc1cccc(Oc2ccccc2)c1 (configuration not stated)	2	0	-9	7	-39	-1	-19	5	5	5	13
COc1ccc(NC(=O)CSc2nc3ccccc3c(=O)n2CCCC(=O)NCC2CCCO2)c(OC)c1 (configuration not stated)	-23	9	-7	11	-13	3	4	1	8	9	-9
CCC(=O)c1ccc(OCC(=O)OCC(=O)c2cc(C)n(C)c2C)cc1	-48	-14	11	4	5	0	6	2	4	6	-1
O=C(NCc1nc2ccccc2[nH]1)c1ccc(S(=O)(=O)N2CCOCC2)cc1	-4	-2	4	24	31	4	8	1	9	13	8
O=C(OCC(=O)N1CCN(C(=O)c2ccco2)CC1)c1ccccc1	-16	41	8	-8	-4	0	-17	-41	-1	6	-34
Cc1ccc2cc(C#N)c(NCCNC(=S)NCCCN3CCOCC3)nc2c1	3	-10	6	0	-15	2	9	15	16	8	-4
CC(C)Cc1nnc(NC(=O)CCC(=O)NC2CCCC2)s1	6	-10	1	-18	1	0	4	-5	8	11	-8
C[C@H](CO)N1C[C@H](C)[C@@H](CN(C)S(=O)(=O)c2ccc3c(c2)OCCCO3)OCc2cn(nn2)CCCC1=O	-16	1	-8	-2	-12	·	·	-13	-2	1	-5
CC(C)CN1C(=O)C(=O)N(CC(=O)c2ccc3c(c2)OCO3)C1=O	9	6	10	-11	-6	-2	-18	-82	-21	-44	-14
CCN(CC(=O)Nc1ccc(NC(C)=O)cc1)C(=O)C1CC(=O)N(c2ccc3c(c2)OCCO3)C1 (configuration not stated)	-7	-7	4	-31	-6	·	·	6	7	5	-7
CC12CCC(=O)N1C(C(=O)N1CCN(S(=O)(=O)c3ccc(Br)cc3Cl)CC1)CS2 (configuration not stated)	-12	23	11	12	-4	0	1	13	20	3	16
COCCNc1ncnc2c1nc1n2CCCC1	6	1	-1	-21	5	·	-1	10	-17	14	6
N#Cc1cccc(NC(=O)CCc2ccc(S(=O)(=O)N3CCOCC3)cc2)c1	-23	-9	12	-39	23	·	-2	13	-4	-7	-3
CC(C)c1nnc(SCC(=O)N2CCN(C(=O)c3ccco3)CC2)n1N	-9	-3	-4	0	5	1	-15	2	5	0	0
CCCN(CC(=O)Nc1ccccc1C)CC(=O)Nc1ccc(Br)cc1F	-4	5	-2	8	3	0	5	14	-5	11	3
O=C(Nc1cccc(F)c1)c1cc(-c2ccco2)nc2ccccc12	-14	-8	7	-1	13	0	9	16	6	11	0
CN(Cc1nc(-c2ccncc2)no1)S(=O)(=O)c1ccc(Cl)cc1	7	11	-19	9	1	4	16	15	25	4	5
COc1cccc(CNC(=O)CCS(=O)(=O)c2ccccc2Cl)c1	-18	-3	19	-7	2	-2	1	5	-5	-8	6
Nc1c(-c2ccc(Cl)cc2)cnn1-c1cccc(C(F)(F)F)c1	-6	-3	-2	-86	-1	-1	-77	-168	-59	-167	-30
O=C(O)c1ccc(CNc2ccccc2C(=O)O)cc1	-12	-14	-2	12	-1	-2	-2	8	-58	-7	10
CCCCCOC(=O)C1=C(C)Nc2nnnn2C1c1ccccc1Cl (configuration not stated)	-5	-10	-12	7	15	-1	5	23	45	26	7
Cc1ccc(NC(=O)CSC2=C(C#N)C(c3ccco3)C3=C(CCCC3=O)N2)cc1 (configuration not stated)	3	-1	5	-3	-3	-2	2	1	5	-9	1
COc1ccc(NC(=O)C(CC(=O)O)Cc2ccc(Br)cc2)cc1 (configuration not stated)	6	-14	3	27	11	·	3	3	7	3	-3
COc1ccc(NC(=O)NNC(=O)c2ccc3ccccc3c2)cc1OC	19	4	0	-27	10	1	3	3	-8	-6	-7
O=S(=O)(Nc1cccc(F)c1)c1cccc2nsnc12	-1	12	-10	1	0	1	-10	8	-1	5	5
COC(=O)[C@]1(C)N[C@H](c2ccc(-c3ccc(Cl)c(Cl)c3)c(OC)c2)[C@@H]2C(=O)N(C)C(=O)[C@@H]21	7	14	-18	-10	-2	-2	11	13	12	10	27
Cc1cn([C@H]2C[C@H](O)[C@@H](CNCc3ccc(CN(C)S(C)(=O)=O)o3)O2)c(=O)[nH]c1=O	-3	-15	6	14	-7	·	·	8	-23	7	15
CCOc1ccccc1CNC(=O)CCc1cn(CC)c2ccccc12	6	13	10	-16	-16	-1	-12	14	4	9	-7
O=C(CCNc1cccc(Cl)c1)c1cccs1	0	-9	-8	-45	-19	-3	-11	-87	-20	-205	-42
CC(=O)Nc1ccc(NC(=O)c2sc3nc4c(c(-c5ccc(C)cc5)c3c2N)CCC4)cc1	16	2	-23	-3	11	-1	·	5	-8	12	15
NS(=O)(=O)c1ccc(NC(=O)COC(=O)/C=C/c2ccc([N+](=O)[O-])cc2)cc1	-21	0	16	-14	11	-2	8	2	-9	8	17
CCOc1c(Br)cc(/C=C2\N=C(C)OC2=O)cc1Br	1	10	15	-53	6	·	7	12	-2	14	6
CNCCCOc1cccc(OC(C)C)c1	4	10	-1	3	-5	-1	1	0	-22	-11	27
COCc1ccc(C(=O)NC2CC(C)(C)Cc3c2cnn3-c2ccc(C)cc2)o1 (configuration not stated)	-4	5	11	-25	3	0	4	17	10	-3	-9
CC(C)C(=O)c1cc2c(cc1NC(=O)c1ccccc1)OCCO2	4	-21	-6	11	11	3	8	22	9	-3	-9
CN1C2C(Br)CCCCN2c2ccc(F)cc2S1(=O)=O (configuration not stated)	-4	-10	-4	-2	14	4	·	17	-2	14	2
COc1cccc(-c2c(C(=O)N/N=C(\C)c3ccc(Cl)s3)nnn2-c2nonc2N)c1	12	-3	-10	4	-6	1	-6	10	10	11	8
O=S(CC(O)c1ccccc1)c1ccccc1 (configuration not stated)	11	1	1	-24	-20	·	·	-24	-10	-31	-32
C/C(=N/NC(=O)CN1CCN(Cc2ccccc2Cl)CC1)c1ccco1	-11	-18	15	-33	-8	0	-7	13	27	8	4
O=C(NNS(=O)(=O)c1ccccc1)Nc1ccc(F)cc1	-36	-18	10	-5	-7	0	8	-14	-7	-5	-13
O=C(COc1ccc(S(=O)(=O)N2CCOCC2)cc1)N1CCN(c2ccccc2)CC1	10	3	-8	-5	3	5	1	21	35	4	-15
O=C(c1ccc(S(=O)(=O)NCC2CCCO2)cc1)N1CCN(c2ccccc2F)CC1 (configuration not stated)	2	9	3	4	-2	2	2	8	2	3	17
CN(Cc1cc2ccccc2[nH]c1=O)S(=O)(=O)c1ccccc1	-7	-1	6	-7	-4	1	-17	-46	-22	-48	-10
O=C(CN(C(=O)c1csnn1)c1ccccc1)NCCc1ccccc1	-15	-4	10	-2	2	-1	9	8	7	-4	4
OC(c1ccc(Cl)cc1)C(CN1CCOCC1)c1ccccc1 (configuration not stated)	16	-8	3	5	3	1	-10	11	-6	26	14
CN1CCN(C(=O)OC2CC3CC2[C@H]2CCCCN2C3=O)CC1 (some centres not stated)	·	-5	·	-13	-6	·	·	·	·	-9	-9
C=C1CC[C@H](O)C/C1=C/C=C1\CCC[C@]2(C)[C@@H]([C@H](C)/C=C/[C@H](C)C(C)C)CC[C@@H]12	11	-7	9	-1	13	1	-7	-7	2	7	-5
O=C(CCN1CCN(CC(=O)Nc2ccccc2Cl)CC1)Nc1ccccc1F	-6	-2	-9	-4	-17	0	1	6	10	8	9
CC(C)N(C(=O)Cn1cc(S(=O)(=O)CC(=O)NCc2ccc(F)cc2)c2ccccc21)C(C)C	5	5	4	-20	14	-5	5	13	2	4	-11
CCCc1nc2nc(C)c(NS(=O)(=O)c3ccc(F)cc3)c(=O)n2[nH]1	0	-8	5	22	17	6	-7	18	-5	4	-10
COc1cccc(CC(=O)Nc2ccc3c(c2)c(=O)n(C)n3-c2ccc(C(C)(C)C)cc2)c1	1	11	4	-1	9	·	·	10	9	2	30
COCCn1c(C)nnc1SCC(=O)NNC(=O)c1ccc(Br)cc1	17	-12	-5	-1	7	·	0	-3	-3	0	-17
COc1cccc2sc(N(CCCN(C)C)C(=O)c3ccc(S(=O)(=O)N4CCc5ccccc5C4)cc3)nc12	26	83*	-16	4	-22	0	47	85*	15	13	-48
O=C(COc1ccc(Cl)cc1)NCc1nnc(SCC(=O)Nc2ccccc2)o1	-5	3	4	-1	-4	4	3	-51	-4	-79	1
O=C(C1CCCCC1)N1CCN(c2ncccn2)CC1	13	0	2	14	8	0	-1	7	5	9	11
CN(C)c1ccc(NC(=O)Nc2nnc([C@H]3C[C@H](O)[C@@H](CO)O3)s2)cc1	-1	5	-10	-18	15	·	·	3	-40	0	-7
O=C(Nc1cccc(Cl)c1N1CCCC1)c1cccc(-c2cc3ccccc3oc2=O)c1	12	11	-17	-122	-45	-1	-8	-60	21	-160	-59
O=C(CN1CCN(c2ccc(F)cc2)CC1)Nc1ccccc1[N+](=O)[O-]	-7	10	2	2	-3	3	-5	0	2	20	12
CCCCCN(C(=O)CCC(=O)OCC(=O)Nc1cccc(CC)c1)c1c(N)n(CCCC)c(=O)[nH]c1=O	17	3	-23	-9	2	1	2	4	-7	7	-11
CCOC(=O)c1[nH]c(C)c(C(=O)Nc2ccc3c(c2)CCC3)c1C	3	6	-6	-11	-4	1	-10	-54	-1	-21	0

# Profiles from above:
# CC(C)N(C(=O)Cn1cc(S(=O)(=O)CC(=O)NCc2ccc(F)cc2)c2ccccc21)C(C)C is listed with CF NFkB inh: 5; TRAIL sens C8: 5; KKLEB tox: 4; NR2E3 ag-1: -20; TWEAK-Fn14 inh: 14; NR2E3 ag-2: -5; MITF TRPM1 inh: 5; Peg3 prom inh: 13; Shn3 3UTR inh: 2; HIF-2a block: 4; TROY signal inh: -11
# CCCCCN(C(=O)CCC(=O)OCC(=O)Nc1cccc(CC)c1)c1c(N)n(CCCC)c(=O)[nH]c1=O is listed with CF NFkB inh: 17; TRAIL sens C8: 3; KKLEB tox: -23; NR2E3 ag-1: -9; TWEAK-Fn14 inh: 2; NR2E3 ag-2: 1; MITF TRPM1 inh: 2; Peg3 prom inh: 4; Shn3 3UTR inh: -7; HIF-2a block: 7; TROY signal inh: -11

# More results
SMILES	CF NFkB inh	TRAIL sens C8	KKLEB tox	NR2E3 ag-1	TWEAK-Fn14 inh	NR2E3 ag-2	MITF TRPM1 inh	Peg3 prom inh	Shn3 3UTR inh	HIF-2a block	TROY signal inh
O=C(O)c1cnn(-c2ccccc2)c1C(F)(F)F	5	1	-4	-12	-10	1	13	-4	18	5	-4
Cc1ccc(S(=O)(=O)N2CCN(CC(=O)NC(=O)NCc3ccccc3)CC2)cc1C	0	5	1	-20	-1	1	4	12	7	18	-8
COc1ccc(S(=O)(=O)N(CC(=O)NN=C2CCN(C)CC2)c2cc(Cl)ccc2OC)cc1OC	13	-14	11	25	13	2	-4	-1	0	11	-12
CCc1ccc(-c2csc(NC(=O)C3CC(=O)N(c4ccc5c(c4)OCCO5)C3)n2)cc1 (configuration not stated)	-12	24	0	-60	75*	0	6	-17	26	-5	48

# Copied from the list.
# Reading for N#Cc1cccc(NC(=O)CCc2ccc(S(=O)(=O)N3CCOCC3)cc2)c1 in TRAIL sens C8: -9
# Reading for O=S(=O)(Nc1cccc(F)c1)c1cccc2nsnc12 in NR2E3 ag-2: 1

# This is a subset, so the mix of outcomes need not match the whole.
